# From PubChem
# TNAP activators – stimulation of alkaline phosphatase TNAP activity – biochemical, luminescent, no phosphate acceptor, uHTS, primary screen (AID 1001) | purified TNAP, luminescent activation assay, no phosphate acceptor; higher activation fold means a stronger effect | one-dose activation fold at 20 µM; EC50 in µM for titrated hits | 200,000 tested, 0.03% active; in the data active = activation fold from about 3, or a potency from the dose series; inactive = the rest, 99 in 100 with activation fold below about 1.6; note: many of its hits are not listed in these tables
# NTR1 agonist – NTR1-driven beta-arrestin-GFP spot formation – imaging, U2OS cells, high content, primary screen (AID 493036) | P30989 | 330,000 tested, 0.17% active | activation, % at 20 µM | agonist mode;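 active = activation at or above 40% of the spot to cytoplasm intensity ratio, with at least 20 cells analyzed; inconclusive = wells under 20 cells, flagged as cytotoxic or low count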;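 note: 0% = DMSO without peptide and 100% = 100 nM NTR1 peptide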
# Target sequence (P30989 whole entry, looked up): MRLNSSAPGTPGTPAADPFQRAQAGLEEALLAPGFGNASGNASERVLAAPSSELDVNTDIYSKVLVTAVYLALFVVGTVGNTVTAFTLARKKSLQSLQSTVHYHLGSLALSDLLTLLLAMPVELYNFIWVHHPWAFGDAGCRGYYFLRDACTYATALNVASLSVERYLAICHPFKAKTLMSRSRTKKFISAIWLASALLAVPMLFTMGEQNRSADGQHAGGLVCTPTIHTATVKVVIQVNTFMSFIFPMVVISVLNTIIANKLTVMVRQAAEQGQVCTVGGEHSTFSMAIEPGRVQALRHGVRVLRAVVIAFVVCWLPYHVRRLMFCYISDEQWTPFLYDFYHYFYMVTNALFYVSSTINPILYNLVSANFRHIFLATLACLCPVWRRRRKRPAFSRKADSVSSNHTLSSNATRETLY
# Rac1 GTP hydrolysis – MgcRacGAP GTPase-activating activity inhibitors, confirmation, biochemical, ADP Hunter fluorescence | MgcRacGAP-stimulated Rac1 GTP hydrolysis, ADP Hunter fluorescence; higher % means a stronger effect; GST-tagged Rac1 F28L mutant substrate | inhibition, % at 30 µM; hits with a dose series show IC50 in µM | 340,000 tested, 0.6% active | AID 624330;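 active = first-screen hits whose inhibition reached a set limit at any dose in the follow-up dose series; inconclusive = inhibition above the set first-screen limit but never retested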;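 note: fluorescence reports GDP produced by GAP-driven GTP hydrolysis; strong numbers were not always called active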
# T cell modulator – T cell immune modulators affecting CD8 T cell-vesicle binding; calls only at 7 µM; 2C CD8+ T cell-vesicle binding, flow cytometry; stronger effect = lower value; 330,000 tested, 0.068% active;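 active = response, share of CD8 T cells binding vesicles, and their 90th percentile fluorescence all below set limits, cut at about 80% in these data, passing the limit was not always enough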
#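 Material: murine 2C transgenic CD8+ T lymphocytes / Also added: QL9-peptide-loaded Drosophila micro-vesicles bearing Ld, ICAM-1 and B7-1 / Schedule: binding step 1.5 h, 37 °C, antibody labelling 20 min, ice / Signal: flow cytometry, PE anti-B7-1 (FL2) versus Alexa647 anti-CD8 (FL8), PFA-fixed / Evaluation: percent CD8+ FL2 mean versus row control / Benchmarks: naked versus QL9-loaded vesicles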
# Myeloid diff MLP – myeloid differentiation induction. ER-HoxA9 myeloid progenitors, lysozyme-GFP differentiation, flow cytometry. 360,000 tested, 1% active. calls only at 10 µM;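 active = normalized GFP-positive differentiation at or above the plate's own cutoff, the solvent-only control mean plus 3 SD; inconclusive = no clear call, values can overlap the other calls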;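 note: cells exposed to compound for four days before flow analysis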
# Large T inhibition – SV40 large T antigen inhibitors, biochemical (AID 1903); 310,000 tested, 0.39% active; inhibition, % at 20 µM; hits with a dose series show IC50 in µM; SV40 large T antigen ATPase/helicase inhibition assay; higher % means a stronger effect; in the data active = a potency from the dose series; inconclusive = inhibition mostly from about 32% at the one dose, without a potency; inactive = the rest, 99 in 100 with inhibition below about 32%; note: strong numbers were not always called active
# RSV antiviral HEp-2 – RSV antiviral activity via CPE protection, HEp-2 cells, primary 10 µM value included (AID 2391). HEp-2 cells, RSV-induced CPE inhibition; higher % means a stronger effect. CPE inhibition, % at 10 µM, or IC50 in µM where a hit was titrated. 310,000 tested, 0.13% active; in the data active = a potency from the dose series; inconclusive = CPE inhibition mostly from about 23% at the one dose, without a potency; inactive = the rest, 99 in 100 with CPE inhibition below about 21%; note: strong numbers were not always called active
# UTI89 phage lysis – protection from phage-mediated lysis, alamar blue read-out – E. coli UTI89, K1F phage, bacterial capsule biogenesis inhibitors (AID 488966); 340,000 tested, 0.02% active; E. coli UTI89 K1F phage lysis, alamar blue, 2 h; higher % means a stronger effect; inhibition, % at 100 µM; hits with a dose series show IC50 in µM;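 active = phage lysis inhibition, versus mean bacterial control, above a set limit; inconclusive = no clear call, values can overlap the other calls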;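 note: capsule biogenesis inhibitors block K1F phage lysis so surviving cells raise fluorescence; higher fluorescence means more inhibition of phage lysis; actives were called in the ten point dose series up to 300 µM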
# PhoP inhibition – PhoP-dependent GFP reporter repression – Salmonella Typhimurium, primary screen (AID 1863) | S. Typhimurium PhoP-regulated promoter GFP reporter, 4 h; higher % means a stronger effect | 300,000 tested, 0.16% active | inhibition, % at 50 µM; hits with a dose series show IC50 in µM;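 active = inhibition over 29.93%, a cutoff 3 SD above the screen mean, later confirmed by dose response; inconclusive = inhibition over 29.93% but no dose response follow-up; inactive = inhibition at most 29.93% or unconfirmed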;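 note: 0% = low Mg2+ inducing control and 100% = high Mg2+ repressing control; strong numbers were not always called active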
# T cell modulator vesicle-bound % – further read-out of T cell modulator, marked with its call; double positive events, %; measured here: CD8+ vesicle-bound cell fraction;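 binding gate set so that unloaded-vesicle control wells show 10% double positive cells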
# NTR1 agonist cell count 20 µM – further read-out of NTR1 agonist, marked with its call; cell count; measured here: cell count, cytotoxicity flag
# Myeloid diff MLP GFP+ MAC1+ % – further read-out of Myeloid diff MLP, marked with its call; GFP+ MAC1+ double positive, %; measured here: differentiation confirmed by MAC1 staining
# An asterisk follows results filed as active; i = inactive; ? = inconclusive; . = not tested or not shown; [ ] = dose if it differs, or a comment.
SMILES,TNAP activators,NTR1 agonist,NTR1 agonist cell count 20 µM,Rac1 GTP hydrolysis,T cell modulator,T cell modulator vesicle-bound %,Myeloid diff MLP,Myeloid diff MLP GFP+ MAC1+ %,Large T inhibition,RSV antiviral HEp-2,UTI89 phage lysis,PhoP inhibition
COCCn1c(SCC(=O)Nc2cccc(C)c2)nnc1C(C)C,1.1,-1.6,78,-1%,i,43,i,0.3,-1%,3.0%,0.4%,3%
Cc1c(Cl)cccc1NC(=O)CSc1nncn1-c1cccnc1,.,0.3,50,4%,i,45,i,0.7,10%,3.7%,0.7%,-2%
CCCCNC(=O)CNC(=S)N(Cc1ccccc1)Cc1cccs1,1.2,-0.3,63,1%,i,40,i,0.1,-3%,-1.1%,1.3%,4%
CCC(=O)N1N=C(c2ccc(NS(=O)(=O)c3ccccc3)cc2)CC1c1ccco1 (stereo not given),.,-0.6,60,0%,i,37,i,0.3,.,.,0.2%[50 µM],.
COc1ccc(CNC(=O)CN2CCC(n3nnc4cc(F)ccc43)CC2)cc1,1.1,2.2,40,5%,i,58,i,0.5,2%,-0.4%,0.6%,16%
Cc1ccc(S(=O)(=O)NCC(C)NS(=O)(=O)c2ccccc2[N+](=O)[O-])cc1 (stereo not given),.,-0.7,74,9%,i,64,i,0.8,6%,2.5%,0.2%,-1%
CCc1ccc(OCC(=O)N/N=C(\C)c2ccc3c(c2)OCCO3)cc1,1,1.4,41,4%,i,48,i,0.6,17%,10%,5.8%,-3%
CN(CC(=O)Nc1ccccc1Br)CC(=O)Nc1ccccc1C(F)(F)F,.,1.5,91,3%,i,59,i,1.2,19%,4.3%,-0.1%,4%
CC(C)C[C@H](CO)Nc1nc(N(C)c2cccc(Cl)c2)c2ncn(C(C)C)c2n1,.,4.7,40,-6%,i,31,i,2.7,15%,7.1%,-1.4%,-5%
Cc1cccc(-c2n[nH]c([N+](=O)[O-])n2)c1,0.6,-0.6,71,9%,i,28,i,1.0,9%,0.5%,2.8%,-23%
COc1ccccc1CCC(=O)N1CCC(n2nccc2NC(=O)C2CCOC2)CC1 (stereo not given),.,-0.8,25,6%,i,8,i,0.3,3%,0.8%,0.0%,0%
CC(=O)N(C(C)=O)N1C(=O)/C(=C/c2ccc(Cl)cc2)SC1=S,1.2,-0.1,81,4%,i,56,i,0.2,8%,-0.5%,0.3%,-4%
Cc1ccc(N2CC(C(=O)Oc3cccc(N4C(=O)CCC4=O)c3)CC2=O)cc1 (stereo not given),1.1,-1.2,72,15%,.,.,i,0.9,10%,0.2%,4.7%,1%
CCOC(=O)c1ccccc1NC(=O)CSc1nnc(C)c(=O)[nH]1,.,-0.8,43,4%,i,38,i,0.8,-1%,1.9%,0.1%,6%
O=C(Nc1ccc(S(=O)(=O)Nc2ccc(Cl)cc2)cc1)C1CCCO1 (stereo not given),1.1,1.0,55,-4%,i,46,i,7.3,-2%,0.6%,6.3%,9%
CCOc1ccccc1NC(=O)Cc1coc2cc(C)ccc12,1,0.3,60,-1%,i,24,i,0.6,3%,9.1%,4.3%[50 µM],0%
COc1cc(C2NC(=S)NC(C)=C2C(=O)Nc2cc(C)cc(C)c2)ccc1O (stereo not given),.,0.2,64,10%,i,46,i,0.7,81%,2.8%,0.0%,-3%
Cn1c(SCc2ccccc2)nnc1-c1ccncc1,1,-0.4,47,13%,.,.,i,3.6,19%,2.3%,1.2%,-3%
CC(=O)Nc1sc(C)c(C)c1C(=O)OCC(=O)NCc1ccc(F)cc1,.,2.3,51,6%,i,44,i,1.3,.,0.5%,5.3%,.
CCc1ccccc1NC(=O)N1CCC(NC(=O)C(Cc2ccccc2)NC(C)=O)CC1 (stereo not given),1.1,0.8,49,-3%,i,43,i,0.2,3%,-1.6%,-0.8%,-8%
Cn1c(=O)[nH]c(=O)c2c1nc(NCc1ccccc1)n2CC(O)c1ccccc1 (stereo not given),1.1,1.0,55,0%,i,41,i,1.6,5%,0.6%,-0.1%,-5%
C=C(C)C(=O)Nc1cccc(C2=NOC3(C2)C[C@H](C(N)=O)N(C(=O)CC)C3)c1 (stereo not given in full),.,-0.9,77,-4%,i,61,i,0.9,8%,4.4%,3.0%,-2%
Cc1c(Cl)c([N+](=O)[O-])nn1Cc1ccc(C(=O)N/N=C\c2cccc(Br)c2)o1,1,0.8,40,7%,i,54,i,0.6,-1%,54%,-0.1%,-18%
O=C(CCC1CCCN(C(=O)c2ccc3c(c2)OCCO3)C1)NCc1ccccc1F (stereo not given),1.1,0.2,57,-5%,i,36,i,0.7,-6%,0.6%,-0.1%,-4%

# The final two records of the section above come first, to join the parts:
SMILES,TNAP activators,NTR1 agonist,NTR1 agonist cell count 20 µM,Rac1 GTP hydrolysis,T cell modulator,T cell modulator vesicle-bound %,Myeloid diff MLP,Myeloid diff MLP GFP+ MAC1+ %,Large T inhibition,RSV antiviral HEp-2,UTI89 phage lysis,PhoP inhibition
Cc1c(Cl)c([N+](=O)[O-])nn1Cc1ccc(C(=O)N/N=C\c2cccc(Br)c2)o1,1,0.8,40,7%,i,54,i,0.6,-1%,54%,-0.1%,-18%
O=C(CCC1CCCN(C(=O)c2ccc3c(c2)OCCO3)C1)NCc1ccccc1F (stereo not given),1.1,0.2,57,-5%,i,36,i,0.7,-6%,0.6%,-0.1%,-4%
COc1ccc(CCC(=O)Nc2nnc(C(C)(C)C)s2)cc1,.,2.1,67,3%,i,55,i,0.7,10%,1.6%,0.8%,-4%
Cc1cc(/C=C(/C#N)c2cccc(Cl)c2)c(C)n1C,1.1,2.4,44,10%,i,5,i,0.9,2%,15%,0.1%,3%
Cc1ccc(NC(=O)Cn2c(=O)c3cccn3c3ccccc32)c(Cl)c1,.,13,45,-17%,i,6,?,.,3%,7.4%,0.3%,-7%
CCc1ccc(OCC(=O)OCC(=O)c2ccc3c(c2)NC(=O)CO3)cc1,1.1,-0.4,41,7%,i,20,i,5.4,-3%,-0.3%,0.2%,21%
Cc1ccc(CN(C(=O)Cc2cccs2)C(C(=O)NC2CCCC2)c2ccncc2)cc1 (stereo not given),1.1,1.2,91,2%,i,59,i,0.2,9%,1.6%,0.3%,2%
O=C(c1ccccc1NS(=O)(=O)c1ccc(F)cc1)N1CCc2ccccc21,1.1,1.2,58,0%,i,33,i,0.7,6%,3.5%,-0.8%,-23%
O=C(Nc1ccc(OC(F)F)cc1)c1ccccn1,1.1,-0.2,58,6%,i,30,i,0.3,2%,1.8%,0.2%,-4%
CCOc1ccc(OCC)c(NC(=O)CSc2nnc(-c3cccnc3)o2)c1,0.9,1.5,77,3%,i,44,i,2.3,-1%,0.3%,-0.1%,1%
Cc1cccc(NC(=O)c2sc(Cl)nc2-c2ccccc2)c1,1,6.5,51,11%,i,5,i,2.0,-1%,4.6%,0.2%,-2%
Fc1ccc(NC(=S)N/N=C/c2ccc(F)c(F)c2)cc1,1.1,3.2,43,6%,i,44,i,1.3,11%,19%,0.4%,3%
Cc1ccc(-c2nnn(CC(=O)N(Cc3cccs3)C(C(=O)NC3CCCC3)c3ccncc3)n2)cc1 (stereo not given),1.1,1.2,39,6%,i,33,i,5.8,10%,-3.2%,-0.1%,-4%
O=C(CCN1C(=O)/C(=C\c2ccccc2)SC1=S)N1CCOCC1,.,-0.3,56,3%,i,36,?,.,8%,8.2%,0.0%,-3%
CCN(CC)CCN(Cc1cc2cc3c(cc2[nH]c1=O)OCCO3)C(=S)NCCCN(C)C,.,0.6,58,13%,i,62,i,0.4,17%,0.7%,2.6%,-5%
C=CCNC(=S)NCC,.,-0.3,109,8%,i,17,i,1.4,8%,-1.0%,0.1%,-9%
Cc1ccc(S(=O)(=O)NC2CC(C)(C)N(O)C(C)(C)C2)cc1,.,0.1,73,5%,i,33,i,1.2,.,0.4%,0.9%[50 µM],.
Cc1ccc(OCCC(=O)N2CCN(c3ccc(O)cc3)CC2)cc1,.,0.7,71,?,i,17,i,0.7,12µM*,5.3%,0.4%[50 µM],-7%
O=[N+]([O-])c1ccc(/C=N/Nc2nc3ccccc3o2)cc1,.,0.3,86,0%,i,10,i,0.7,5%,3.8%,-0.2%,8%
CCNC(=O)NC(=O)CSc1ccc(NC(C)=O)cc1,1.1,-0.5,74,9%,i,38,i,0.2,4%,1.4%,3.1%,16%
O=[N+]([O-])c1ccccc1OCCCNCc1ccccc1,1,-0.2,38,21%,i,49,i,0.3,1%,-0.8%,-0.8%,1%
CCC(=O)N1CCc2cc(S(=O)(=O)CCC(=O)Nc3ccc(C)c(F)c3)ccc21,1.1,2.8,65,5%,i,34,i,1.1,-1%,0.6%,4.9%,4%
CS(=O)(=O)c1sc2nc(-c3ccccc3)cc(-c3ccccc3)c2c1N,1.1,0.3,58,8%,i,47,i,0.2,4%,5.0%,-1.6%,-9%
CC(=O)N1CCC2(CC1)C(C#N)=C(N)Oc1n[nH]c(CSc3ccc(C)cc3)c12,1,-1.4,52,1%,i,17,i,7.7,18%,-0.1%,4.3%,22%
COc1ccc(N2CCN(c3nc4ccccc4nc3NS(=O)(=O)c3ccccc3)CC2)cc1,1.1,3.8,67,9%,i,33,i,0.8,16%,5.3%,0.4%,-16%
O=C1CC(c2cccs2)Sc2nc3ccccc3n21 (stereo not given),1,-1.7,52,5%,i,26,i,0.8,13%,1.1%,2.7%,0%
Cc1cc2oc(C(=O)N(Cc3ccccc3)C3CCS(=O)(=O)C3)c(C)c2cc1C (stereo not given),.,14,61,5%,i,35,i,0.7,17%,16%,1.7%[50 µM],-5%
OC1(c2cccnc2)CCN(Cc2nnnn2Cc2ccccc2)CC1,1.2,-1.2,64,6%,i,42,i,1.0,20%,0.9%,1.6%,4%
COc1ccccc1N1CCN(S(=O)(=O)c2ccc(Cl)s2)CC1,1.1,-0.2,51,4%,i,13,i,1.8,0%,1.0%,3.2%,2%
CC(C)CC(=O)NC(C)C(c1cccs1)N1CCOCC1 (stereo not given),.,-1.3,67,13%,i,57,i,0.0,26%,-1.1%,3.1%[50 µM],-9%
O=[N+]([O-])c1c(C(Cl)Cl)nn(-c2ccccc2)c1N1CCOCC1,1,2.8,59,3%,i,22,i,0.5,11%,0.5%,-0.2%,-6%
